Screening data from PubChem.
TDP1 cell noCPT: qHTS for Inhibitors of human tyrosyl-DNA phosphodiesterase 1 (TDP1): qHTS in cells in absence of CPT; Potency, µM (series often up to 46.2 µM), for inactives: at the highest dose activity change, negative = growth inhibition, most hits filed as inhibitors; AID 686978, 2013; DT40 Tdp1-/- hTDP1 cells, no CPT, ATP luminescence, 48 h; actives 15% (n = 420,000); note: nearly all actives have a fitted effect of over 55% in size
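Compound effects on proliferation are scored in DT40 Tdp1-/-;hTDP1 cells in the absence of CPT. ATP levels (CellTiter-Glo luminescence) are recorded after a ≥48 hr, 37 °C incubation.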
GCN5L2 inh: GCN5L2 (KAT2A) acetyltransferase inhibition | Q92830 | GCN5L2 HAT assay, ThioGlo1 CoA-SH fluorescence | Potency, µM (series often up to 58.9 µM), inactives show at the highest dose activity change, negative = inhibition, actives largely listed as inhibitors | actives 0.21% (n = 390,000)
Target sequence (Q92830 whole entry, looked up): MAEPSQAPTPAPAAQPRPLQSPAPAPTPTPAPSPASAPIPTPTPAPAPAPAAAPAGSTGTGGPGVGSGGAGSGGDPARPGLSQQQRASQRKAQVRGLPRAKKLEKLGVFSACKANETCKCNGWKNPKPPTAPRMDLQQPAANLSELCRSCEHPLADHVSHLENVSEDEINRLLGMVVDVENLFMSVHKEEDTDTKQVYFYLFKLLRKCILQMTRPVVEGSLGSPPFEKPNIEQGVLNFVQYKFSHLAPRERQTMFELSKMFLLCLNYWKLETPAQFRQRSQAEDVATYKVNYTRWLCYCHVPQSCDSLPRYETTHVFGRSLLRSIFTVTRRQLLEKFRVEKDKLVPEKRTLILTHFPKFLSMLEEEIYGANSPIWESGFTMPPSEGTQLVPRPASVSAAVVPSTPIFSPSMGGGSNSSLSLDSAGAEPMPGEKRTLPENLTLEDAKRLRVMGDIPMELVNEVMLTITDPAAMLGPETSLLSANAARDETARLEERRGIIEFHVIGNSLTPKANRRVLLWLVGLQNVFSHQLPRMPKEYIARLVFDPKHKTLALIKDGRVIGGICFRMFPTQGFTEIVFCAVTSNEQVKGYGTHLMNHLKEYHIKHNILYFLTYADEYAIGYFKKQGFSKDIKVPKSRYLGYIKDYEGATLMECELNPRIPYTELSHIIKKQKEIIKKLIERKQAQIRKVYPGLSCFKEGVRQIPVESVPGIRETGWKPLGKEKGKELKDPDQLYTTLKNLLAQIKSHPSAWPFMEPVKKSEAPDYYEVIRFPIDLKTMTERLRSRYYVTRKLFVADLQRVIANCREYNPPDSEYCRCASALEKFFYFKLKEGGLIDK
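Preincubate 20nM GCN5L2 with compound 15 min, RT → add 50uM ThioGlo1 + 75uM H3(1-25) + 70uM acetyl-CoA → read fluorescence 0 and 20 min. Primary qHTS; fluorescent artifacts likely.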
TDP1 cell CPT: growth inhibition of DT40 Tdp1-/-;hTDP1 cells with camptothecin (screen for TDP1 inhibitors) | chicken DT40 Tdp1-/-;hTDP1 cells + 20 nM CPT, ATP luminescence, 48 h | Potency, µM (series often up to 46.2 µM), for inactives: top-dose activity change, negative = growth inhibition, hits mostly inhibitors | actives 12% (n = 420,000); note: nearly all actives have a fitted effect of over 55% in size
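Cell growth measured by CellTiter-Glo luminescence after a minimum 48 h, 37 C compound exposure with 20 nM CPT in Tdp1-knockout DT40 cells stably expressing hTDP1, seeded 400/well; qHTS titration format.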
* hit, by the source's call; ? = inconclusive; . = not tested or not shown. Calls come from the whole dose curve; as a rule, active = well fitted curve in the direction sought with a large enough effect; inconclusive = small, poorly fitted or top-dose-only effect, or another doubt; inactive = no such curve, though single readings can be large; an effect the other way counts as inactive or inconclusive. % is set by controls: 0 for no effect and ±100 for the full control effect; potency is the fitted concentration of half-maximal effect.

Values run as follows: TDP1 cell noCPT, GCN5L2 inh, TDP1 cell CPT
O=C(COc1ccc2ccc(=O)oc2c1)Nc1cccnc1
→ 0%, -4%, 6%
COc1ccc(-c2cc(=O)oc3cc(OCC(=O)N[C@@H](Cc4c[nH]c5ccccc45)C(=O)O)ccc23)cc1
→ 0%, -7%, 17%
CC1CCCCC1NC(=O)c1cc(S(=O)(=O)N2CCOCC2)ccc1Cl (centres undefined)
→ ?, -3%, -16%
O=C(COC(=O)C1=COCCO1)Nc1ccccc1Oc1ccccc1
→ -17%, -1%, -7%
COc1ccc(-c2nnc(NC(=O)CS(=O)(=O)c3ccc(F)cc3)o2)c(OC)c1
→ -28%, -20%, -19%
COc1ccccc1/C=C(\NC(=O)c1cccc(C)c1)C(=O)Nc1ccccn1
→ -14%, 2%, 29%
C/C(=N\OC(=O)NC1CCCCC1)c1sc(-c2ccccc2)nc1C
→ 21µM*, 5%, 26µM*
CCc1nnc(NC(=O)c2ccc(N(C)S(=O)(=O)c3ccccc3)cc2)s1
→ -22%, -4%, -27%
COc1ccc(S(=O)(=O)N2CCN(C(=O)CCOc3ccccc3)CC2)cc1OC
→ ?, 1%, -30%
COC(=O)c1ccc(NC(=O)Nc2ccc(OC)c(OC)c2)cc1
→ ?, -4%, -23%
CC(Oc1ccccc1)C(=O)N1CCN(c2ncccn2)CC1 (centres undefined)
→ 14%, 1%, 1%
CC1=C(C(=O)NCCN2CCOCC2)C2(CCC(C)CC2)OC1=O (centres undefined)
→ 1%, -3%, 7%
O=C(Cn1ncc2c1-c1ccccc1OC2)N(Cc1ccco1)C1CCCCC1
→ ?, 0%, ?
Cc1ccc(N(CC(=O)NCCSCc2ccco2)S(=O)(=O)c2ccc(C)cc2)cc1
→ ?, -6%, -15%
CCN(Cc1ccccc1)Cc1nc(CCc2ccccc2)no1
→ -17%, -1%, -1%
Cc1cc2[nH]c(=O)c(=O)[nH]c2cc1S(=O)(=O)NC1CCC(C)CC1 (centres undefined)
→ 4%, -1%, 2%
CN(C)c1ccc(C(=O)OCC(=O)N2CCCC2)cc1
→ 16%, -1%, 16%
CC1=NNC(=O)C1C(c1cccc(O)c1)C(C#N)C#N (centres undefined)
→ 10%, 5%, 3%
CCOc1ccc(C2C3=C(CC(C)(C)CC3=O)N(CCCOC)C3=C2C(=O)CC(C)(C)C3)cc1OC
→ 4%, ., -15%
CCN1CCN(Cc2ccc(NC(=O)c3ccc(C)c(/C=C/c4cnc(Nc5cc(N6CCNCC6)nc(C)n5)cn4)c3)cc2C(F)(F)F)CC1
→ 15µM*, -11%, 3.3µM*
Cc1nn(CC(=O)OCC(=O)Nc2c(C(C)C)cccc2C(C)C)c(C)c1[N+](=O)[O-]
→ ?, 1%, ?
Cc1ccc(NC(=O)c2cc(F)c(F)cc2Cl)nc1
→ 0%, -2%, -24%
Cc1c(NC(=S)N2CCN(c3ccc(F)cc3)CC2)c(=O)n(-c2ccccc2)n1C
→ 10%, 2%, -4%
COc1ccc(-c2nn(-c3ccccc3)cc2/C=N/Nc2cccc(C(=O)O)c2)cc1
→ -28%, -4%, -23%
Cc1cccc(-c2nc3sc(C)cc3c(=O)o2)c1
→ ?, 3%, -21%
O=[N+]([O-])c1ccc(/C=C/c2ccncc2)cc1
→ 13µM*, -5%, ?
CCC(Sc1nncn2c1cc1sccc12)C(=O)Nc1cccc(OC)c1 (centres undefined)
→ 23µM*, -4%, ?
Cc1cccc(-c2noc(CN(C(=O)/C=C/c3ccccc3Cl)C(C)C)n2)c1
→ ?, -9%, 18µM*
COCCNc1nc(NCc2cccc(OC)c2)c2sc(-c3ccccc3)cc2n1
→ 13µM*, ., 18µM*
Cc1ccc(-n2nc(CN3CCOCC3)c(-c3ccccc3)c2N)cc1Cl
→ 21µM*, -2%, 29µM*
CCOC(=O)c1cnc2c(C)cc(C)cc2c1Nc1ccccc1OCC
→ -8%, 1%, -20%
COc1ccc(CCN2C(=O)CSC2=Nc2ccc(C)cc2C)cc1OC
→ 23µM*, -1%, 23µM*
CC(=O)Nc1cccc(NC(=O)CSc2nnc3ccccn23)c1
→ 1%, -7%, 27%
C=CCSc1n[nH]c(-c2ccccc2)n1
→ ?, 2%, -5%
O=C(O)C(=Cc1ccccc1Cl)c1ccccc1
→ -27%, ., ?
CC(OC(=O)C1CCN(S(=O)(=O)c2ccccc2C(F)(F)F)CC1)C(=O)N(C)Cc1ccccc1 (centres undefined)
→ ?, -11%, ?
O=C(NCCCc1ccccc1)c1cccc(NC(=O)C2CCCCC2)c1
→ ?, ., -14%
CC(C)(CN=C1NS(=O)(=O)c2ccccc21)CNC(=O)CN1C(=O)c2ccccc2C1=O
→ -2%, 0%, -3%
Cc1ccccc1-n1c(=O)cc(N2CCN(C(=O)c3ccco3)CC2)[nH]c1=O
→ 10%, -3%, 2%
Cc1ccccc1CN1CCCC(C(=O)Nc2ccccc2Oc2cccnc2)C1 (centres undefined)
→ ?, -2%, ?
O=C(CS(=O)(=O)c1cn(Cc2ccccc2Cl)c2ccccc12)N1CCOCC1
→ -14%, -1%, -23%
CCOC(=O)C1CCN(CC(O)COc2ccc(C(C)=O)cc2)CC1 (centres undefined)
→ -1%, 0%, 9%
Cc1ncc(CN2CCC(C(=O)Nc3ccc(Oc4cccnc4)cc3)CC2)cn1
→ -24%, ?, ?
COc1ccc(OC)c(NC(=O)Cn2c(=O)c3cccn3c3ccccc32)c1
→ 12µM*, -17%, ?
CC1C(=O)NN=C1C(=O)N/N=C\C(Br)=C\c1ccccc1 (centres undefined)
→ 15µM*, -9%, 6.5µM*
N#Cc1cccc(NC(=O)CNc2cc(S(=O)(=O)N3CCOCC3)ccc2N2CCCC2)c1
→ 23µM*, -15%, ?
Cn1c(=O)c2c(ncn2CCC(=O)N/N=C/c2ccccc2)n(C)c1=O
→ -17%, -3%, 4%
c1ccc(CNCCCn2cnc3c(OCc4ccccc4)ncnc32)cc1
→ 23µM*, ., 29µM*
Cc1ccc(NC(=O)C(C)OC(=O)CCNS(=O)(=O)c2ccc(C)cc2)cc1 (centres undefined)
→ -18%, -1%, -13%
Cc1onc(-c2c(F)cccc2Cl)c1C(=O)N(C)CCc1ccccn1
→ -1%, -1%, 6%

(further entries)
Values run as follows: TDP1 cell noCPT, GCN5L2 inh, TDP1 cell CPT
Cc1ccc(C(=O)CC(=O)c2cc(Cl)ccc2O)cc1
→ 4.6µM*, -5%, 6.5µM*
COc1ccc(-c2[nH]c(-c3ccc(C)cc3)nc2SCC(=O)NC2CCCC2)cc1
→ ?, -15%, ?
Cc1cc(C)cc(OCC(=O)NC2CCCc3ccccc32)c1 (centres undefined)
→ ?, ?, -23%
FC(F)(F)c1ccccc1-c1ccc2ncnc(N3CCOCC3)c2c1
→ ?, -20%, ?
O=C(COC(=O)c1cc(-c2ccccc2)nc2ccccc12)Nc1ccc2c(c1)OCO2
→ 0%, 2%, -5%
Cc1ccc(Cn2ccc(O)c(Cc3ccccc3)c2=O)cc1
→ -30%, -1%, -25%
N#CC1=C(Nc2ccccc2)SC=C(c2ccc(Br)cc2)N=C1N1CCOCC1
→ ?, -7%, ?
COc1cc([C@@H]2CC=C(C(=O)O)[C@H](c3cccc(Cl)c3)N2S(=O)(=O)c2ccc(C)cc2)cc(OC)c1OC
→ 8%, -2%, -8%
CC1CN(C(=S)NC(=O)C2CCCCC2)CC(C)O1 (centres undefined)
→ 0%, 1%, -5%
COc1cc(Br)cc(/C=C/c2ccc3cccc(O)c3n2)c1O
→ 9.2µM*, -26%, 15µM*

Given with each value named: entries from further up
> O=C(COC(=O)c1cc(-c2ccccc2)nc2ccccc12)Nc1ccc2c(c1)OCO2
  TDP1 cell noCPT: 0% | GCN5L2 inh: 2% | TDP1 cell CPT: -5%
> Cc1ccc(Cn2ccc(O)c(Cc3ccccc3)c2=O)cc1
  TDP1 cell noCPT: -30% | GCN5L2 inh: -1% | TDP1 cell CPT: -25%

The list goes on:
Values run as follows: TDP1 cell noCPT, GCN5L2 inh, TDP1 cell CPT
Cc1ccccc1C(=O)OCc1cc(=O)n2nc(-c3cccs3)sc2n1
→ -13%, 4%, -21%
COc1cc(/C=N\Nc2nc3ccccc3o2)cc(OC)c1OC
→ ?, 0%, ?
Cc1ccc(C(=O)N(CN2CCCC2=O)c2ccccc2)cc1C
→ ?, ?, ?
C=CCSc1nc2sc3c(c2c(=O)n1CC)CCc1ccccc1-3
→ ?, -30%, 10µM*
COc1ccc(C(C)=O)cc1CSc1nncn1-c1ccccc1
→ -15%, 24%, -6%
COc1cc(C)c(S(=O)(=O)NCc2cccnc2)cc1C
→ 16%, -1%, -2%
Cc1cc(=O)[nH]c(SCc2nc3ccc([N+](=O)[O-])cc3[nH]2)n1
→ -11%, 0%, 12%
CC(C)COc1ccc(C(=O)Nc2ccc(NC(=O)c3ccco3)c(Cl)c2)cc1
→ -25%, -13%, ?
Cn1cc(-c2cc3n(n2)CCC(=O)N3CC(=O)NCc2ccc(Cl)cc2)c2ccccc21
→ -29%, -2%, -28%
CC(=O)c1cccc(N(CC(=O)Nc2cccnc2)S(C)(=O)=O)c1
→ 1%, -7%, -1%
Nc1cccc(S(=O)(=O)Nc2ccc(SC(F)F)cc2)c1
→ ?, -11%, -8%
CCC1=NN2C(=N)/C(=C/c3ccc(OS(=O)(=O)c4ccc(C)cc4)c(OC)c3)C(=O)N=C2S1
→ ?, -15%, ?
O=C(CCNc1cc(Cl)cc(Cl)c1)c1cccs1
→ ?, -4%, ?
COc1cccc(C2=CC(=O)CCC2)c1OC
→ 9%, ., -4%
CCNC(=O)c1cc2c(c(-c3cccc(-c4ccccc4F)c3)n1)[C@H](CCO)N(C(=O)CC)C2
→ 5.8µM*, ., 7.3µM*
O=C(Nc1ccc(S(=O)(=O)N2CCOCC2)cc1)C1CCN(S(=O)(=O)c2ccc(Cl)cc2)CC1
→ 10µM*, ., 16µM*
CCCc1cc(=O)[nH]c(SC(C)C(=O)Nc2ccc3c(c2)OCCO3)n1 (centres undefined)
→ -2%, -9%, ?
COc1ccc(N2CC(=O)N(c3ccccc3)C2=S)cc1
→ ?, 14%, 0%
CC(=O)Nc1sc(NC(=O)c2ccccc2)nc1-c1cccs1
→ -13%, -5%, -20%
CC1CCC(C(=O)NC(C(=O)NCCc2ccc(S(N)(=O)=O)cc2)C(C)C)CC1 (centres undefined)
→ 4%, 1%, -5%
Cn1c(SCC(=O)NC2CCCCC2)nc2c(c1=O)SCC2
→ ?, ., -29%
CN(C)CC(O)COC(c1ccccc1)c1ccccc1 (centres undefined)
→ -11%, 0%, -9%
COc1ccc(N2CCCC2)c(NC(=O)COc2ccccc2Cl)c1
→ ?, -7%, ?
Cc1sc2nc(C)n(/N=C/c3ccccc3O)c(=O)c2c1C
→ -18%, 0%, -13%
Cc1ccccc1C(=O)Nc1cccc(C(=O)OCc2cc(=O)n3ccsc3n2)c1
→ -28%, -1%, -22%
Cc1cc(C)[n+](C)c2ccccc12
→ -10%, ., 3%
O=[N+]([O-])c1ccc(C(O)CNC(=S)Nc2ccccc2)cc1 (centres undefined)
→ -20%, 2%, 1%
Cc1nn(-c2ccccc2)c(C)c1CCC(=O)O
→ -2%, 1%, -17%
COc1ccc(N2CCN(CCCNC(=O)Cn3c(=O)c4cccn4c4cccnc43)CC2)cc1
→ ?, -14%, ?
COC(=O)CN(c1cc(Cl)ccc1OC)S(=O)(=O)c1ccc(C)cc1
→ 18µM*, -9%, ?
Cc1cccc2c(=O)cc(CSc3ccccc3NC(=O)C(C)(C)C)[nH]c12
→ -5%, 3%, -16%
O=C(COc1cccc2cccnc12)N/N=C/c1cccn1-c1ccc(F)cc1
→ ?, 0%, ?
O=C(NC1CCN(Cc2ccccc2)CC1)c1ccc2c(c1)[nH]c(=O)n2Cc1ccc(F)cc1
→ ?, 9%, ?
O=C(NNC(=O)C1CCN(c2ncccn2)CC1)c1ccncc1
→ -2%, -15%, 1%
CC(=O)N[C@H]1C[C@@H]1c1ccccc1
→ -1%, -6%, 5%
CCOC(=O)Nc1csnn1
→ -3%, -6%, 1%
CCCc1cc(=O)n2c([nH]c3ccccc32)c1C#N
→ -28%, -6%, ?
CCCCOc1ccc(/C=N/Nc2cc(N3CCOCC3)nc(C)n2)cc1
→ 21µM*, -6%, 18µM*
CN(Cc1ccccc1)C(=O)N1CCOCC1
→ 4%, 0%, 6%

Only GCN5L2 inh (3 entries from above):
Compound | GCN5L2 inh
Cc1cccc2c(=O)cc(CSc3ccccc3NC(=O)C(C)(C)C)[nH]c12 | 3%
O=C(COc1cccc2cccnc12)N/N=C/c1cccn1-c1ccc(F)cc1 | 0%
O=C(NC1CCN(Cc2ccccc2)CC1)c1ccc2c(c1)[nH]c(=O)n2Cc1ccc(F)cc1 | 9%

These rows are one share of the data; count on the stated rates, not on these rows.
